FBW7 activator = FBW7 E3 ligase activators, primary screen, biochemical, AlphaScreen, human; AlphaScreen FBW7–phospho-cyclin E peptide binding, activator screen; AID 1259310, 2017; hit rate 0.13% among 650,000; F-box/WD repeat-containing protein 7 (Homo sapiens), Q969H0; normalized activity (activation), % at 26.1 µM; in the data active = normalized activity above about 1.9%;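 also: purified mutant Fbw7 with reduced substrate affinity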
Target sequence (Q969H0 whole entry, looked up): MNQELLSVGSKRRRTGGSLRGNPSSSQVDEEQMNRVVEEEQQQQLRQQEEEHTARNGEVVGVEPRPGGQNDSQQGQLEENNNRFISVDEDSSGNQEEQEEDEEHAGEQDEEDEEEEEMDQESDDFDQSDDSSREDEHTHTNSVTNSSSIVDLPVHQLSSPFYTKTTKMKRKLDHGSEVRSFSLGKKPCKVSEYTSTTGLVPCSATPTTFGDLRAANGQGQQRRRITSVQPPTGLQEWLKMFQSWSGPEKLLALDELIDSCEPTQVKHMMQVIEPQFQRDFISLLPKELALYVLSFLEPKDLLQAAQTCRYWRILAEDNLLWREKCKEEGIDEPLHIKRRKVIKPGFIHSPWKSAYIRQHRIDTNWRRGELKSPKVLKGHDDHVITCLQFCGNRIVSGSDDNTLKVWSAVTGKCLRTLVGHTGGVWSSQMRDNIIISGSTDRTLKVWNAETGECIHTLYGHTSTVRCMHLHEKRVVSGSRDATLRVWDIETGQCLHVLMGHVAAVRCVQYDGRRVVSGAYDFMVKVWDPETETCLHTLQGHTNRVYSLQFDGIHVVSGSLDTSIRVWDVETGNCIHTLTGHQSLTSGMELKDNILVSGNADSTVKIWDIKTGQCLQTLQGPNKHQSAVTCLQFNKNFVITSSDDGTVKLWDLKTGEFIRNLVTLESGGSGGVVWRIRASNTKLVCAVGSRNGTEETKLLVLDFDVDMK
TEAD-YAP block = TEAD-YAP interaction inhibition, primary screen, TEAD-YAP interaction inhibitor project, luminescence, HEK-TIYL cells. TEAD-Gal4/YAP UAS-luciferase luminescence. inhibition, % at 9.12 µM. hit rate 1.4% among 640,000; in the data active = inhibition above about 32%;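 also: 0% = median of test compound wells and 100% = reference inhibitor wells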
MITF inh = MITF inhibitors, primary screen, biochemical, AlphaScreen, human; inhibition, % at 2.6 µM; AlphaScreen MITF homodimerization, bead proximity signal; hit rate 0.91% among 650,000; Microphthalmia-associated transcription factor (Homo sapiens), O75030; in the data active = inhibition above about 50%;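 also: 0% = vehicle wells with protein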
GPR151 activ = activators of human GPR151, primary screen, cell-based, PathHunter beta-arrestin, luminescence; PathHunter beta-arrestin GPR151 cells; hit rate 1% among 650,000; AID 1508602, 2020; G-protein coupled receptor 151 (Homo sapiens), Q8TDV0; activation, % at 11.2 µM; in the data active = activation above about 4.9%;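 also: 0% = median of compound wells and 100% = cells with positive control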
Target sequence (Q8TDV0 whole entry, looked up): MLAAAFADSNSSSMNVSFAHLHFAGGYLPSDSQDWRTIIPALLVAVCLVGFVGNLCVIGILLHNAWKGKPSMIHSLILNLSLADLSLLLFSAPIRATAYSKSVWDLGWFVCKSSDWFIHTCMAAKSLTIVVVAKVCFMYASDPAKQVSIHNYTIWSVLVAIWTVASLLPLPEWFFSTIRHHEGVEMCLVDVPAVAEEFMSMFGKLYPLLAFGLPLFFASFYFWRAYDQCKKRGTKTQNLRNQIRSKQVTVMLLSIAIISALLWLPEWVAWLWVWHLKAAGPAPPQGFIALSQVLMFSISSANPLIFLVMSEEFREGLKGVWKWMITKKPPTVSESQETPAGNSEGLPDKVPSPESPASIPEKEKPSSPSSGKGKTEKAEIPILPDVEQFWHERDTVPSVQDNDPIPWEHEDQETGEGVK
* marks the source's active call; other numbers are inactive results; · = not tested or not shown.

SMILES	FBW7 activator	TEAD-YAP block	MITF inh	GPR151 activ
CC(=O)NC1=NN(C(C)=O)C2(S1)C(=O)N(C(C)C)c1c(C)cc(C)cc12 (stereo not given)	-0.1	1	-13	-1.7
COc1ccc(Cl)cc1C(=O)n1cnc2ccccc21	0.4	6	-8	0.0
Cn1cc(Br)c(C(=O)Nc2sc3c(c2C(N)=O)CCC3)n1	0.0	-25	2	-0.1
CCN(CC)C(=O)C1CCCN(c2nc(NCc3ccccc3)c3ncn(C4CCCCC4)c3n2)C1 (stereo not given)	0.6	-5	8	-0.8
CCOC(=O)c1c(CNC(C)=O)n(CC(=O)OC)c2cc(Br)c(OC)cc12	-0.1	3	-8	-1.6
CC1CCN(S(=O)(=O)c2ccc(Cl)c(C(=O)O)c2)CC1	0.0	5	-29	-1.1
Cc1nn(C(=O)c2ccc([N+](=O)[O-])o2)c(C)c1Sc1ccccc1[N+](=O)[O-]	-0.1	0	15	-1.4
O=C(CN1C(=O)c2ccccc2C1=O)NCC(=O)OCC(=O)c1cccc([N+](=O)[O-])c1	0.3	-2	11	-2.0
Cc1ccc(NC(=O)c2ccc(F)c(S(=O)(=O)N3CCN(c4ccccc4)CC3)c2)cc1F	-0.2	6	5	0.3
CCOC(=O)c1c(C)[nH]c(C(=O)NNC(=O)c2ccccc2)c1C	0.7	-50	-5	-4.0
CCCC1=NN2C(=N)/C(=C/c3ccc(OCCSc4ccc(Cl)cc4)c(OC)c3)C(=O)N=C2S1	0.5	-16	13	-0.8
Cc1cc(OCc2nc(-c3ccccc3)no2)cc(C)c1Cl	0.1	-5	5	2.4
Cc1ccccc1N=c1scc(C)n1-c1ccccc1C	-0.1	4	11	-0.3
Cc1cccc(OCC2=NS(=O)(=O)c3ccccc3N2)c1	0.1	-24	9	-2.1
COc1ccc(CC(=O)Nc2ccccc2NC(=O)Cc2ccc(OC)cc2)cc1	0.0	25	15	1.4
CN(C)c1ccc(NC(=O)COc2ccc(Br)cc2Br)cc1	0.5	-78	4	0.7
OCC1CCCCN1Cc1ccc2c(c1)CN(Cc1cccc(F)c1)CCO2 (stereo not given)	0.0	-8	2	-0.7
O=C(CCNC(=O)c1ccccc1)NNC(=O)Cn1nnc(-c2ccccc2)n1	-0.1	1	-5	1.0
O=c1c2ccccc2nc2n1CCCCN2	-0.1	-1	12	-1.4
COc1ccc(-n2nnc(C(=O)OCc3ccc(Cl)cc3)c2C)cc1	0.2	7	-7	-0.2
O=C(Nc1ccc(Br)cc1)C1CSCN1C(=O)OCc1ccccc1 (stereo not given)	-0.3	-6	-6	-1.2
CC(C)n1cnc2c(NCCc3ccc(O)cc3)nc(Nc3nc4ccccc4n3C)nc21	-0.2	14	-2	-1.3
O=C(CCCn1c(SCC(=O)N2CCCC2)nc2ccsc2c1=O)NCCc1ccccc1	-0.1	-5	0	0.7
COc1ccc(CCNC(=O)Cc2cn(-c3ccc(N4CCCC4CO)nn3)c3ccccc23)cc1 (stereo not given)	0.0	-5	12	0.3
COc1ccc2nc3sc(C(=O)NCc4ccco4)cc3cc2c1	-0.3	8	-9	-0.6

Molecules shown so far containing a nitro group on carbon, in the order listed:
SMILES	FBW7 activator	TEAD-YAP block	MITF inh	GPR151 activ
Cc1nn(C(=O)c2ccc([N+](=O)[O-])o2)c(C)c1Sc1ccccc1[N+](=O)[O-]	-0.1	0	15	-1.4
O=C(CN1C(=O)c2ccccc2C1=O)NCC(=O)OCC(=O)c1cccc([N+](=O)[O-])c1	0.3	-2	11	-2.0

The list continues.
SMILES	FBW7 activator	TEAD-YAP block	MITF inh	GPR151 activ
COc1ccc(OC)c(C2NC(=O)NC(C)=C2C(=O)Nc2ccccc2Cl)c1 (stereo not given)	-0.2	0	-2	-0.9
CCOc1ccc(C(=O)Nc2ccccc2-c2nc3ccccc3[nH]2)cc1	0.0	0	0	0.6
Cc1[nH]c2ccccc2c1/C=N/NS(=O)(=O)c1ccccc1	0.3	4	1	0.1
c1ccc(Nc2nc(NC3CC3)c3ncn(-c4ccsc4)c3n2)nc1	-0.1	11	3	2.8
O=C(COC(=O)c1ccc(Cl)[nH]c1=O)NCc1ccc2c(c1)OCO2	-0.2	-54	6	0.5
CCC(C)C(=O)Nc1nc2c(s1)C(=O)CC(C(=O)NCc1ccc(C)o1)C2 (stereo not given)	0.0	-5	14	-0.5
O=C(C1CC1)N1CCC[C@H](Cn2nc(-c3cccs3)ccc2=O)C1	0.0	9	11	0.3
Cc1c(Cl)cccc1NC(=O)c1cc(S(=O)(=O)NCc2ccc3c(c2)OCO3)ccc1F	0.1	4	5	-1.6
COC(=O)CN/N=C/c1ccc([N+](=O)[O-])cc1[N+](=O)[O-]	-0.2	2	7	7.6*
CS(=O)(=O)c1ccc(NCCc2ccccc2)cc1	0.0	-33	10	0.0
CC1CCN(C(=O)CCc2csc3nc(-c4ccccc4)cn23)CC1	0.4	-12	19	-1.7
CCOC(=O)/C=C1\CCC(Sc2ccccc2[N+](=O)[O-])=C1N1CCOCC1	0.0	5	5	0.0
CC1CCCN(C(=O)CN2C(=O)c3ccccc3C2=O)C1 (stereo not given)	0.1	8	9	-0.6
CC12CCCCC1N(O)C(=O)C(=O)N2O (stereo not given)	0.0	13	11	-0.3
O=C(Cn1ccn(CCc2ccccc2)c(=O)c1=O)Nc1ccc(Cl)cc1	0.0	3	-11	1.4
Cc1ccc(-n2ncc3c(SCC(=O)NNC(=O)C(C)C)ncnc32)cc1	-0.1	-14	-5	0.3
COc1cccc2sc(=NC(=O)c3ccc(N4C(=O)CCC4=O)cc3)n(C)c12	-0.1	-14	-4	0.9
Cc1cc(=O)oc2cc(OCC(=O)Nc3nnc(C4CCCO4)s3)ccc12 (stereo not given)	-0.2	-32	7	-1.7
CC(=O)c1c(C)oc2ccc(N(C(C)=O)S(=O)(=O)c3ccc(C)cc3C)cc12	-0.2	-4	0	0.0
CCN(CC)c1ccc(/C=C(\C#N)c2nc3ccccc3[nH]2)c(OCc2ccc(Cl)cc2Cl)c1	0.0	-4	5	-1.2
O=C1CCCN1CCCNc1nc2ncnc(Nc3ccc(N4CCOCC4)cc3)c2[nH]1	-0.1	38*	17	-2.3
CC(C)(C)CN1CCNC(=O)C1CC(=O)N1CCN(C(=O)c2ccco2)CC1 (stereo not given)	0.0	5	8	2.1
CN(Cc1ccccc1)CC(O)COc1ccc(CNC2CCOCC2)cc1 (stereo not given)	0.0	-1	13	-0.4
CCC(C)NC(=O)C1C2C=CC3(CN(Cc4cccs4)C(=O)C13)O2 (stereo not given)	-0.1	-9	-9	-0.5
O=[N+]([O-])c1cccc(S(=O)(=O)NC2CC3CCC2C3)c1 (stereo not given)	0.1	1	12	-2.3

Just TEAD-YAP block, FBW7 activator and GPR151 activ (four entries from above):
| molecule | TEAD-YAP block | FBW7 activator | GPR151 activ |
| --- | --- | --- | --- |
| CC1CCCN(C(=O)CN2C(=O)c3ccccc3C2=O)C1 (stereo not given) | 8 | 0.1 | -0.6 |
| CC12CCCCC1N(O)C(=O)C(=O)N2O (stereo not given) | 13 | 0.0 | -0.3 |
| O=C(Cn1ccn(CCc2ccccc2)c(=O)c1=O)Nc1ccc(Cl)cc1 | 3 | 0.0 | 1.4 |
| Cc1ccc(-n2ncc3c(SCC(=O)NNC(=O)C(C)C)ncnc32)cc1 | -14 | -0.1 | 0.3 |

More results follow:
SMILES	FBW7 activator	TEAD-YAP block	MITF inh	GPR151 activ
COCCNC(=O)c1cc2ncc(Br)cn2n1	0.5	-2	9	0.9
Cc1cc(C(=O)COC(=O)c2cccnc2Cl)c(C)n1CC1COc2ccccc2O1 (stereo not given)	0.0	3	11	-0.7
COc1ccccc1-c1nc2s/c(=C/c3cccs3)c(=O)n2n1	0.2	-8	7	-2.7
O=[N+]([O-])c1ccc(S(=O)(=O)Nc2ccccn2)cc1	0.2	10	0	1.0
CCOC(=O)c1sc2ncn(C(C)C(=O)OC(C)C)c(=O)c2c1C (stereo not given)	0.0	5	3	0.3
O=C(CN1C(=O)c2ccccc2C1=O)Nc1nnc(-c2ccco2)o1	-0.2	5	2	1.9
O=C(C1=C(O)C(=O)N(Cc2cccnc2)C1c1ccccc1F)c1cccs1 (stereo not given)	-0.1	0	-3	-0.7
COCCN(CCOC)C(=O)COC(=O)c1ccc(OC)cc1	0.5	3	10	-1.3
CC(C)N(C)CCOC(=O)c1ccccc1	0.0	2	10	-0.1
CCCCNC(=O)C1C2C=CC3(CN(CC(=O)OCC)C(=O)C13)O2 (stereo not given)	0.3	1	-11	0.4
CCCCC[C@H](O)/C=C/C=C\CCCCCCCC(=O)O	·	·	-6	0.5
CCOc1ccccc1N/C(=N/c1nc(C)cc(C)n1)NC(=O)Nc1ccc(Cl)c(Cl)c1	0.0	6	7	0.7
O=C(CSc1nc2ccccc2[nH]1)NCc1n[nH]c(=O)c2ccccc12	-0.2	4	5	2.2
CCn1c(=NC(=O)CN2C(=O)CCC2=O)sc2c(C)ccc(OC)c21	0.0	5	3	0.6
CC(C)c1ccc(NC(=O)N2CCC(n3nnc4cc(F)ccc43)CC2)cc1	0.5	8	20	1.9
CCCC(=O)NC(c1ccc(OC)c(OC)c1)c1cc([N+](=O)[O-])c2cccnc2c1O (stereo not given)	-0.2	17	45	0.4
N#CC1=C(SCc2ccccc2)NC(=O)CC1c1ccc(O)cc1 (stereo not given)	-0.1	-2	11	3.3
CC(C)OC(=O)CC(NC(=O)OC(C)(C)C)c1ccccc1 (stereo not given)	0.0	·	10	8.1*
COc1ccc(CCNc2nc(NCCN3CCOCC3)ncc2C)cc1	-0.1	10	-7	-1.1
Cc1ccc(N(Cc2ccccc2)S(C)(=O)=O)cc1	-0.1	6	5	1.9
COc1cc2nc(Nc3cccc(N(C)C)c3)nc(NCCN3CCOCC3)c2cc1OC	-0.2	1	4	-2.4
C=CCNC(=O)c1ccc(N(C)S(=O)(=O)c2ccc(C)cc2)cc1	-0.1	-2	2	-1.2
CCOC(=O)C1=C(C)NC(C)=C(C(=O)OCC)C1c1ccc(N(CC)CC)cc1	-0.1	-7	3	0.9
COc1cc([N+](=O)[O-])ccc1NC(=O)NCc1ccc(Cl)c(Cl)c1	0.0	2	-13	0.4
CCOc1ccc(NC(=O)CSc2cn(CCNC(=O)c3cccs3)c3ccccc23)cc1	0.0	-3	-1	-2.2

A different layout for some results above:
Screens in order – FBW7 activator | TEAD-YAP block | MITF inh | GPR151 activ
C=CCNC(=O)c1ccc(N(C)S(=O)(=O)c2ccc(C)cc2)cc1
    -0.1 | -2 | 2 | -1.2
Cc1nn(C(=O)c2ccc([N+](=O)[O-])o2)c(C)c1Sc1ccccc1[N+](=O)[O-]
    -0.1 | 0 | 15 | -1.4
CCOC(=O)C1=C(C)NC(C)=C(C(=O)OCC)C1c1ccc(N(CC)CC)cc1
    -0.1 | -7 | 3 | 0.9

Continued:
SMILES	FBW7 activator	TEAD-YAP block	MITF inh	GPR151 activ
O=C(Nc1ccc(-c2noc(-c3ccc(F)cc3)n2)cc1)c1ccc2c(c1)OCO2	-0.1	-21	9	-0.4
O=C(/C=C/c1ccc(F)cc1)n1nnc2ccccc21	0.0	-1	8	0.6
CCN(c1ncnc2c1c(-c1ccccc1)cn2-c1ccc(F)cc1)C1CCCCC1	-0.1	0	-3	0.0
O=C(CSc1nnc(-c2cccs2)o1)c1c[nH]c2ccccc12	0.0	-8	-3	0.7
COc1ccc(NC(=O)C2(N(Cc3ccccc3)C(=O)Cn3nnnc3N)CCCCC2)cc1	-0.1	12	10	0.7
O=C(Cc1cccs1)NNS(=O)(=O)c1cccc([N+](=O)[O-])c1	0.0	7	3	0.3
N#Cc1ccc(Cn2cc([N+](=O)[O-])cn2)cc1	-0.1	4	9	1.0
CCCOCC1CC2(SC(=Nc3ccc(C)cc3)NC2=O)C(=O)O1 (stereo not given)	0.3	4	8	-1.1
O=C(NC(=S)c1c(-c2ccccc2)cc2ccccn12)c1ccccc1	0.0	-12	2	-0.5
COc1ccc(C(=O)N(Cc2nc(-c3cccc(C)c3)no2)C(C)C)cc1OC	0.4	-7	5	-2.1
CCOC(=O)c1ccc(CN(CCN2CCOCC2)S(=O)(=O)c2ccc([N+](=O)[O-])cc2)cc1	0.6	-2	11	-0.2
Cc1cc(N2CCOCC2)nc2ccc(NC(=O)Cc3cccc(C(F)(F)F)c3)cc12	0.7	3	15	0.0
CCOc1ccc(-n2c(CSc3nc(C)cc(C)n3)nnc2SCC(N)=O)cc1	0.1	8	6	-1.5
CCOc1ccccc1NC(=O)c1cc(S(=O)(=O)N2CCN(c3cccc(C)c3C)CC2)ccc1F	0.0	6	14	-1.2
C#CCSc1nc2c(c(=O)n1C1CCOC(C)(C)C1)C1(CCCCC1)Cc1ccccc1-2 (stereo not given)	0.0	-4	-9	0.1
COc1cc(C(=O)NCC(=O)N/N=C\c2ccc(C)cc2O)cc(OC)c1OC	-0.1	0	6	-0.6
COc1ccccc1N1CCN(C(=O)c2ccc(Cl)cc2[N+](=O)[O-])CC1	0.1	11	21	1.7
CSc1ccc(C2SCC(=O)N2c2cccc(C(F)(F)F)c2)cc1 (stereo not given)	0.3	-2	14	0.8
O=C(NCC1CCCO1)c1ccc2c(c1)N(Cc1ccccc1)C(=O)CS2=O (stereo not given)	-0.2	-4	0	0.1
COc1cccc(/C=C2\SC(N)=NC2=O)c1OCC(=O)O	0.0	1	5	0.7
Cc1cccc(NC(=O)c2ccc(Cc3ccccc3)o2)c1N1CCC2(CC1)OCCO2	-0.2	3	-11	0.3
CC(C)n1cnc2c(NCCc3ccc(O)cc3)nc(NCc3cccnc3)nc21	0.3	12	-4	-0.4
CCOc1ccc(NC2=C([N+](=O)[O-])CS(=O)(=O)C2)cc1	-0.1	-5	-8	-1.0

Bioassay records (PubChem)

The order is random; 3.4% or so of the library scored in one or more.
